ALOX12 inh = inhibitors of human 12S-lipoxygenase ALOX12; P18054; purified 12hLO, xylenol orange hydroperoxide absorbance; Potency, µM (top dose mostly 108 µM), without a hit: top-dose activity change, negative = inhibition, most hits filed as inhibitors; actives 1.1% (n = 580,000); AID 1671190; note: potency is the fitted concentration of half-maximal effect; % is set by controls: 0 for no effect and ±100 for the full control effect
Target sequence (P18054 whole entry, looked up): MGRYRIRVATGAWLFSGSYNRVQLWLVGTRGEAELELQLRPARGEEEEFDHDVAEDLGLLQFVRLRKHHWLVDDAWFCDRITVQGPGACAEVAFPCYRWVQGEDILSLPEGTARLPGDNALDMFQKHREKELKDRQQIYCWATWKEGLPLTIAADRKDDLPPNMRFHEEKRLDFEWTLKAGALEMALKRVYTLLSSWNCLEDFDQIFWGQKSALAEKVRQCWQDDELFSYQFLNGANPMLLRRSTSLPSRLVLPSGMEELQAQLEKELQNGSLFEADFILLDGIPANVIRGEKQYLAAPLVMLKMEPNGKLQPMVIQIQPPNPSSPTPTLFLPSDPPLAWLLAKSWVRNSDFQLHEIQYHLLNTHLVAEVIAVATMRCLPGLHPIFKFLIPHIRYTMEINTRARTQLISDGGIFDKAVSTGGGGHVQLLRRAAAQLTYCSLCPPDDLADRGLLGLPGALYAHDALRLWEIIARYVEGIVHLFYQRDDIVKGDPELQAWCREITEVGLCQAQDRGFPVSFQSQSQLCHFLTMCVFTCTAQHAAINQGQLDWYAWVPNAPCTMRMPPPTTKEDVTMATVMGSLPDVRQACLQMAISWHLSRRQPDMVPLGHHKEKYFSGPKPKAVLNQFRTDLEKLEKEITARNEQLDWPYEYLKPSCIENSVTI
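Purified human 12hLO (150 nM final) in 25 mM Hepes, 0.01% Triton X-100, pH 7.0 was preincubated 15 min at room temperature with compound. Then 40 uM arachidonic acid was added, 30 min. Hydroperoxide was read by Fe-XO absorbance ratio 573/405 nm.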
RGS4 inh = inhibitors of human regulator of G protein signaling 4 | P49798 | Transcreener GDP fluorescence polarization, RGS4-accelerated GTP hydrolysis | Potency, µM (highest dose often 114 µM), for inactives: at the highest dose activity change, negative = inhibition, actives largely listed as inhibitors | actives 0.039% (n = 390,000) | AID 504845; note: potency is the fitted concentration of half-maximal effect; % is set by controls: 0 for no effect and ±100 for the full control effect; nearly all actives have a fitted effect of over 75% in size; some results filed as inactive show a strong effect at the top dose
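MLSMR compounds (23 nl, pin-transferred) preincubated 10 min at room temperature with a 500nM (2x) first reagent, then RGS4 at 900nM (2x) plus Transcreener GDP mix added; fluorescence polarization (620/688 nm) read before and after 90 min at 30 °C.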
GLS inhibitor = inhibitors of human glutaminase (GLS); O94925; actives 0.21% (n = 410,000); GLS enzymatic activity, qHTS titration; AID 624170; Potency, µM (doses to about 45.5 µM), inactives show top-dose activity change, negative = inhibition, usual class: inhibitors; note: potency is the fitted concentration of half-maximal effect; % is set by controls: 0 for no effect and ±100 for the full control effect
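Enzyme dispensed in phosphate buffer (45 mM, pH 8.2, 0.02% Tween-20), compounds pinned in, then 1 mM L-glutamine solution and the glutamate oxidase–HRP–Amplex Red mix added; fluorescence read immediately and again after 30 min at room temperature.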
ERG Ets-DNA blk = blocks human ERG Ets domain binding to DNA; P11308; fluorescence polarization, His-ERG Ets domain / labelled DNA; Potency, µM (titrated, usually from 76.9 µM), for the others: at the top dose FP activity, negative = inhibition, hits mostly inhibitors; actives 0.028% (n = 370,000); AID 624246; active = well fitted inhibition curve with a large enough effect in the polarisation, with a control signal flat; inconclusive = small, poorly fitted or top-dose-only effect, or effect the other way, or a change in a side signal; inactive = no such curve, though single readings can be large or run the other way; the % refers to the polarisation;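 note: polarization taken with two DNA probes labelled with fluorescein and Texas red; potency is the fitted concentration of half-maximal effect; % of control where 0% means no effect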
Target sequence (P11308 whole entry, looked up, the tested form may be a part): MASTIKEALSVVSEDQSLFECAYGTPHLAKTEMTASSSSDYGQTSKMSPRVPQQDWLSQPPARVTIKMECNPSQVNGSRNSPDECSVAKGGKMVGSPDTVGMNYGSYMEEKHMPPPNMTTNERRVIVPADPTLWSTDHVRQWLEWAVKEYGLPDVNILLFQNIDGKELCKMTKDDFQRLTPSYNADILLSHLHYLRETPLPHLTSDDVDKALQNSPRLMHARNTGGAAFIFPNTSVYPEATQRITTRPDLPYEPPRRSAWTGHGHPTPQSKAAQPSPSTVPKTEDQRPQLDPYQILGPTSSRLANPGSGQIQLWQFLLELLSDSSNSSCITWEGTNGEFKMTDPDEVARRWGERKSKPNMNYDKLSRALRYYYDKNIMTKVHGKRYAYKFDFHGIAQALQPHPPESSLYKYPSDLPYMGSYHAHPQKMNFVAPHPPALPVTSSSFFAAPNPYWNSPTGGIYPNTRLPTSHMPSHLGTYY
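His-tagged ERG Ets domain (1 uM in the protein solution; 300mM KCl, 50mM Tris-HCl, 1mM EDTA, 1mM DTT, pH 7.5) received compound, then a probe mix of 5 nM fluorescein-DNA and 100nM Texas-615-DNA. Fluorescence polarization was read for both dyes.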
G9a block = G9a (human) methyltransferase inhibition | Q96KQ7 | Potency, µM (top dose mostly 102 µM), inactives show top-dose activity, negative = inhibition, usual class: inhibitors | actives 8.8% (n = 350,000) | AID 504332 | G9a H3K9 monomethylation, AlphaScreen, 2 h; note: potency is the fitted concentration of half-maximal effect; % is set by controls: 0 for no effect and ±100 for the full control effect; nearly all actives have a fitted effect of over 75% in size
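Enzyme 20 nM + cpd, 15 min RT; add b-H3K9 pep 500 nM / SAM 20 uM; 2 h RT; anti-H3K9me1 Ab 0.5 ug/mL + SA donor / anti-rabbit acceptor beads 20 ug/mL each, 10 min; AlphaScreen read.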
JMJD2A Tudor inh = inhibitors of human JMJD2A Tudor domain. AlphaScreen JMJD2A-Tudor / H3K4me3 peptide binding. Potency, µM (doses to about 114 µM), inactives show at the highest dose activity change, negative = inhibition, most hits filed as inhibitors. actives 4.4% (n = 390,000). O75164; note: potency is the fitted concentration of half-maximal effect; % is set by controls: 0 for no effect and ±100 for the full control effect; nearly all actives have a fitted effect of over 50% in size
PI4K2A inh = PI4K2A (human) kinase inhibition; Q9BTU6; purified PI4K2A, ADP-Glo luminescence, 1 h; active compounds read low; activity change, negative = inhibition, % at 76.9 µM; actives 0.13% (n = 420,000); AID 1346378; in the data active = activity change below about -50%; inconclusive = mostly about -30% to -49%;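 note: -100% = wells without enzyme as full effect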
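In this quantitative HTS, ADP production by PI4K2A was quantified luminescently after 1 h at ambient temperature; 100 microM adenosine served as plate-quality control.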
BAZ2B block = blocks human BAZ2B; Q9UIF8; Potency, µM (titrated, usually from 114 µM), inactives show at the highest dose activity change, negative = inhibition, usual class: inhibitors; AlphaScreen BAZ2B-H3K14Ac peptide displacement; actives 4.4% (n = 360,000); note: potency is the fitted concentration of half-maximal effect; % is set by controls: 0 for no effect and ±100 for the full control effect; nearly all actives have a fitted effect of over 60% in size
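Multi-concentration screen (max 110 uM) measuring displacement of acetylated histone H3 peptide from BAZ2B by AlphaScreen, using 50 nM protein, 50 nM peptide and 10 ug/mL streptavidin donor plus Ni-chelate acceptor beads.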
HP1b binding inh = blocks HP1-beta chromodomain binding to methylated histone tails | P83916 | AlphaScreen HP1-beta / biotin-H3K9me3 peptide binding | Potency, µM (doses to about 114 µM), inactives show at the highest dose activity change, negative = inhibition, hits mostly inhibitors | actives 0.56% (n = 390,000) | AID 540317; note: potency is the fitted concentration of half-maximal effect; nearly all actives have a fitted effect of over 70% in size; inactives centre near 23
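AlphaScreen: HP1-beta (50 nM) preformed 30 min with biotin-H3(1-18)K9me3 peptide (50 nM) in PBS pH 7.4, 0.01% Tween-20. Compound added for 30 min at RT, then streptavidin donor/nickel chelate acceptor beads (10 ug/mL) for 30 min.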
The depositor's hits bear a star; ? = inconclusive; . = no result given; & = joins results of further samples; [ ] = dose if it differs, or a comment. Unless noted, calls come from the whole dose curve; as a rule, active = well fitted curve in the direction sought with a large enough effect; inconclusive = small, poorly fitted or top-dose-only effect, or another doubt; inactive = no such curve, though single readings can be large; an effect the other way counts as inactive or inconclusive.

ERG Ets-DNA blk	RGS4 inh	G9a block	JMJD2A Tudor inh	BAZ2B block	PI4K2A inh	HP1b binding inh	GLS inhibitor	ALOX12 inh	SMILES
8%	-8%	3%[59 µM]	-12%	7%	-3	29%	4%	-11%	CCC(C)(C(=O)NC1CCCC1)N(C(=O)CC1NC(=O)NC1=O)c1ccc(C)cc1 (stereo not drawn)
1%	-41%	.	56µM*	50µM*	1	-34%	?	121%&18%[activator]	Cn1c(SCC(=O)Nc2nncs2)nnc1C1CC1
-5%	-2%	2%	7%	-2%	-2	10%	0%	0%	CC(=O)c1cccc(NC(=O)c2cc(C)nn2-c2ccccc2)c1
-2%	-5%	?	-19%	-4%	-1	16%	11%	?	N#CC1=C(N)Oc2n[nH]c(-c3cccs3)c2C1C1C=CCCC1 (stereo not drawn)
1%	9%	-10%	0%	6%	7	11%	1%	-17%	C/C(=N\NC(=O)CNc1cccc(C(F)(F)F)c1)c1cccc(Br)c1
-2%	-17%	31%[59 µM]	-24%	0%	0	33%	-3%	2%	CC(C)(C)OC(=O)NCCCC[C@H](NC(=O)c1[nH]cnc1C(=O)N[C@@H](Cc1ccccc1)C(=O)OC(C)(C)C)C(=O)OC(C)(C)C
-15%	3%	1%[12.7 µM]	-6%	-4%	4	44%[activator]	-4%	-4%	CCSc1nnc(NC(=O)C2(C)Cc3ccccc3C(=O)O2)s1 (stereo not drawn)
5%	-3%[11.4 µM]	5%	-22%	-12%	1	-6%	7%	0%	Cc1cccc(-c2nc(CS(=O)CC(=O)N3CC(C)CC(C)C3)c(C)o2)c1 (stereo not drawn)
0%	17%	-19%	-30%	-33%	2	6%	7%	0%	N#C/C(=C\Nc1ccc2c(c1)OCCO2)C(=O)NCc1ccco1
3%	0%	5%[12.7 µM]	-10%	3%	2	28%	0%	10%	COc1cc(C(=O)OCC(=O)N2CCCC2)cc2c1OCCO2
-10%	23%	14%[59 µM]	-12%	-11%	3	8%	-3%	?	O=C(NCC(O)COc1ccc([N+](=O)[O-])cc1)c1ccccc1 (stereo not drawn)
2%	-9%	.	-13%	.	1	47%[activator]	2%	-1%	C[C@@H]1CN([C@H](C)CO)C(=O)c2cc(NS(=O)(=O)c3cn(C)cn3)ccc2O[C@@H]1CN(C)S(C)(=O)=O
2%	-37%	-16%[59 µM]	-18%	-9%	1	-6%	-8%	0%	COc1ccccc1N(CC(=O)Nc1cc(C)cc(C)c1)S(C)(=O)=O
2%	-6%	-4%	-3%	7%	0	13%	1%	0%	O=C(Oc1ccc2ccc(=O)oc2c1)N1CCOCC1
-12%	-10%	-6%[59 µM]	29%	33%	0	87%[activator]	-10%	-17%	O=S(=O)(c1ccc2ccccc2c1)N1CCCCC1
-2%	-4%	-8%[59 µM]	-15%	-13%	-4	16%	8%	?	CCOc1ccccc1NC(=O)CN(c1cc(C)cc(C)c1)S(=O)(=O)c1c(C)nn(C)c1C
-4%	20%	-7%[59 µM]	-16%	-36%	-26	18%	8%	0%	Cc1csc(NC(=O)c2cc3c(s2)CCCCC3)n1
-4%	10%	2%[59 µM]	-28%	-2%	3	45%[activator]	1%	-21%	Cc1ccc(-c2nsc(NC(=O)c3oc4cc(C)c(Cl)cc4c3C)n2)cc1
-4%	27%	?	?	-37%	-9	6%[57 µM]	4%	-19%	Cc1ccc(Cl)cc1N1CCN(C(=O)CCCn2c(=O)c3cccn3c3cccnc32)CC1
1%	6%	26%[59 µM]	-6%	7%	2	13%	-8%	-7%	CC(=O)c1c(C)oc2ccc(NS(=O)(=O)c3ccc(C)cc3)cc12

Of the compounds above, these contain two or more sulfur atoms:
ERG Ets-DNA blk	RGS4 inh	G9a block	JMJD2A Tudor inh	BAZ2B block	PI4K2A inh	HP1b binding inh	GLS inhibitor	ALOX12 inh	SMILES
1%	-41%	.	56µM*	50µM*	1	-34%	?	121%&18%[activator]	Cn1c(SCC(=O)Nc2nncs2)nnc1C1CC1
-15%	3%	1%[12.7 µM]	-6%	-4%	4	44%[activator]	-4%	-4%	CCSc1nnc(NC(=O)C2(C)Cc3ccccc3C(=O)O2)s1 (stereo not drawn)
2%	-9%	.	-13%	.	1	47%[activator]	2%	-1%	C[C@@H]1CN([C@H](C)CO)C(=O)c2cc(NS(=O)(=O)c3cn(C)cn3)ccc2O[C@@H]1CN(C)S(C)(=O)=O
-4%	20%	-7%[59 µM]	-16%	-36%	-26	18%	8%	0%	Cc1csc(NC(=O)c2cc3c(s2)CCCCC3)n1

More results:
ERG Ets-DNA blk	RGS4 inh	G9a block	JMJD2A Tudor inh	BAZ2B block	PI4K2A inh	HP1b binding inh	GLS inhibitor	ALOX12 inh	SMILES
-3%	-11%	-19%[59 µM]	-16%	-12%	-1	26%	-5%	-16%	Cc1ccc(NC(=O)NCCOCCn2c(=O)oc3ccccc32)cc1C
-6%	50%	.	-10%	3%	-3	37%[activator]	3%	0%	O=C(O)CSC1CC(=O)N(c2ccc(Br)cc2)C1=O (stereo not drawn)
3%	-33%	.	-3%	8%	-14	47%[activator]	15%	4%	CC(C)=C1C2CCC1C1C(=O)N(c3nc(-c4ccc(F)cc4)c(C)s3)C(=O)C21 (stereo not drawn)
5%	17%	19%	-28%	71µM*	-3	32%	16%	-2%	O=C(N/N=C/c1ccccn1)c1ccc(Br)o1
-5%	31%	4%	-13%	-31%	-3	25%	6%	-1%	Cc1ccc(S(=O)(=O)Cc2cn3cccnc3n2)cc1
-2%	-3%	11µM*	?	40µM*	0	-10%	2%	?	CCN(CC)CCCNC(=O)c1ccc2c(c1)sc1nc(-c3ccc(C)cc3)cn12
-4%	-2%	1%[59 µM]	-15%	-1%	-4	17%	1%	-9%	CCOc1ccc(NC(=O)Cn2c(=O)n(CC(=O)NCc3ccccc3Cl)c(=O)c3sccc32)cc1
3%	-5%	?	79µM*	40µM*	3	-34%	3%	?	Cc1ccc(C(OCC(O)CNCc2ccc(F)cc2)c2ccccc2)cc1 (stereo not drawn)
3%	15%	.	3%	3%	-1	44%[activator]	-1%	12%	O=C(Cn1c2c(c(=O)n3ncnc13)CCC2)N/N=C/c1ccc(Cl)cc1
2%	-19%	1%[59 µM]	-19%	-3%	1	9%	3%	-10%	CCOc1cc2[nH]c(=O)n(CCCC(=O)NCc3ccco3)c(=O)c2cc1OCC
3%	-50%	35µM*	-21%	-4%	-1	16%	-7%	0%	S=c1[nH]cnc2sc(-c3ccccc3)cc12
5%	-18%	2%[59 µM]	-13%	-5%	0	15%[57 µM]	0%	-5%	Cc1ccc2nc(N3CC(=O)Nc4ccccc43)nc(-c3ccccc3)c2c1
4%	19%[56.9 µM]	9%	-10%	-17%	-3	12%	8%	0%	CCNC(=O)N1CCC(c2nc3ccccc3s2)CC1
-6%	-16%	9%[59 µM]	-4%	.	-3	27%	-9%	?	CCc1ccccc1NS(=O)(=O)c1ccc2[nH]cc(C(=O)N3CCCCC3)c(=O)c2c1
-4%	1%	5%[59 µM]	-21%	-14%	-6	1%	3%	-17%	COc1ccc(CCNc2ccc(C(CC(N)=O)NC(=O)c3ccc(Br)cc3)cc2[N+](=O)[O-])cc1 (stereo not drawn)
-15%	39%	?	-14%	56µM*	-1	20%	?	-10%	O=c1c2ccccc2oc2nc(-c3ccco3)n(Cc3ccccc3)c(=O)c12
-5%	4%	-37%[59 µM]	-14%	2%	1	20%	21%	-11%	Cc1cc(O)ccc1NC(=O)CCN1C(=O)c2ccc([N+](=O)[O-])cc2C1=O
1%	11%	14%[59 µM]	-25%	3%	1	0%	1%	-16%	COc1ccc(-c2noc(CN3CCCCC3)n2)cc1OC
0%	12%	150%[activator][59 µM]	111%[activator]	108%[activator]	-6	139%[activator]	0%	-2%	Cc1ccc(CSc2nc(-c3cccs3)ccc2C#N)cc1
5%	1%	-2%[59 µM]	-9%	-12%	-1	16%	7%	-1%	O=C(Nc1cc(-c2nc3cc(Cl)ccc3o2)ccc1Cl)c1cc([N+](=O)[O-])ccc1N1CCOCC1

(next part)
ERG Ets-DNA blk	RGS4 inh	G9a block	JMJD2A Tudor inh	BAZ2B block	PI4K2A inh	HP1b binding inh	GLS inhibitor	ALOX12 inh	SMILES
8%	-1%	13%	-25%	-23%	-4	14%	1%	26%	Cc1c(C(=O)N(Cc2cccc(Br)c2)C2CCS(=O)(=O)C2)oc2ccccc12 (stereo not drawn)
2%	29%	?	-18%	.	-1	6%	7%	-30%	Cc1ccc(CNC(=O)c2cn(C)c3ccc(S(=O)(=O)N4CCC(C)CC4)cc3c2=O)cc1
-11%	-11%	40µM*	-10%	-2%	1	6%	23%	-29%	CC(Oc1cccc(Cl)c1)C(=O)N(C)CC(=O)Nc1ccc(N2CCOCC2)cc1 (stereo not drawn)
-2%	4%	16%[59 µM]	4%	-3%	-2	29%	5%	4%	CCCCN(CCCC)C(=O)C1(P(=O)(c2ccccc2)c2ccccc2)CCC1
-1%	15%	-13%[59 µM]	1%	4%	8	14%	2%	1%	COc1cc(C(=O)N2CCC(NC(=O)C(Cc3ccc(C)cc3)NC(C)=O)CC2)cc(OC)c1OC (stereo not drawn)
2%	-11%	3%[59 µM]	-14%	-23%	3	51%[activator]	-1%	3%	CCn1cnc2c1c(=O)n(CC(=O)Nc1ccc(C(N)=O)cc1)c(=O)n2Cc1ccccc1
10%	-11%	-12%	0%	-11%	0	18%	-3%	-10%	Cc1ccc(C(=O)NCCCNC(=O)COc2ccccc2Cl)cn1

Compound activity from PubChem.

The list is partial, so the mix of outcomes need not match the whole.
